HEK293 tox: qHTS of GLP-1 Receptor Inverse Agonists: Cytotox Screen; HEK293 cAMP-luciferase reporter cells, luminescence, 24 h; Potency, µM (highest dose often 38.3 µM), without a hit: at the highest dose activity change, negative = inhibition, usual class: inhibitors; 0.13% of 410,000 active; AID 624418, 2012;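 also: loss of luciferase light is scored as toxicity; potency is read from the fitted curve at half-maximal effect; % is scaled to controls: 0 for no effect and ±100 for the full control effect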
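1536-well qHTS counterscreen of the MLSMR; 200 cells/uL, 12 h pre-incubation, 23 nL cpd, 24 h at 37 deg C 5% CO2, luciferase detection reagent, 12 min RT, luminescence. Inhibition = undesired.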
D3 ag: qHTS of D3 Dopamine Receptor Agonist: qHTS | D(3) dopamine receptor (Homo sapiens), P35462 | max activation, % | D3R DiscoveRx beta-arrestin cells, luminescence, 90 min | 0.58% of 410,000 active | AID 652048, 2013; in the data active = max activation above about 30%; also: 0% is about no effect; mostly tested at two doses, the higher about 12 µM
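Cells at 1500/well, incubated overnight, then treated with pinned compounds (dopamine as control) for 90 min at 37 degrees C. DiscoveRx reagent added for 30 - 60 minutes at room temperature; luminescence read.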
PTHR1 agonist: qHTS for PTHR1 Agonists: Primary Screen | Parathyroid hormone/parathyroid hormone-related peptide receptor (Homo sapiens), Q03431 | HEK293 GP2 PTHR1 cells, GloSensor cAMP luminescence, 1 h | 0.075% of 410,000 active | Potency, µM (top dose mostly 115 µM), for inactives: at the highest dose activation, usual class: activators; also: potency is read from the fitted curve at half-maximal effect; nearly all actives have a fitted effect of over 55% in size; some results filed as inactive show a strong effect at the top dose; inactives centre near -15; many of its hits are not listed in these tables
Target sequence (Q03431 whole entry, looked up): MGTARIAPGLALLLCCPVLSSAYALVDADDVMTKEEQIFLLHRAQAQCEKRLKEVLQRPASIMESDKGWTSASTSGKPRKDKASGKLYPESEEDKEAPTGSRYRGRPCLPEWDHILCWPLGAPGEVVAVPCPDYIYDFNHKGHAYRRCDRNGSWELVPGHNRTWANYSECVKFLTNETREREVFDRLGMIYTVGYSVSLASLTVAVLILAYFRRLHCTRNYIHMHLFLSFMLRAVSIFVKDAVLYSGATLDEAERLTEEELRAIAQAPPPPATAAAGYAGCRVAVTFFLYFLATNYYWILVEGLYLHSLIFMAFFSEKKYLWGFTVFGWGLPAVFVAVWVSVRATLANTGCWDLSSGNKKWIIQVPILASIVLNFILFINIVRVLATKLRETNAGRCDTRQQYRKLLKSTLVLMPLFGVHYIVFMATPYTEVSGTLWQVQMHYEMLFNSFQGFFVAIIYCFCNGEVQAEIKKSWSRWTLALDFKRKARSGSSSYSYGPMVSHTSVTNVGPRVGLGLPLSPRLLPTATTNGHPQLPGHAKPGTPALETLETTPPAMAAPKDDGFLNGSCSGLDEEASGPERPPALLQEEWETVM
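HEK-293-derived GP2 cells expressing PTHR1 and a GloSensor cAMP reporter, 3,000/well, plated overnight, given luciferin plus IBMX (each 0.5 mM as added) for 1 h at 37 °C, then compound for 1 h at 37 °C. Luminescence was read after 15 min at room temperature.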
KB-V1 MDR tox: qHTS assay for MDR1-selective chemotherapeutics: Primary screen using the drug-selected MDR subline cells KB-V1; KB-V1 MDR cells viability, CellTiter-Glo, 72 h; Potency, µM (doses to about 46.1 µM), for inactives: at the top dose activity change, negative = cytotoxicity, most hits filed as cytotoxic; 3.4% of 400,000 active; AID 1347076, 2019; also: potency is read from the fitted curve at half-maximal effect; % is scaled to controls: 0 for no effect and ±100 for the full control effect; nearly all actives have a fitted effect of over 60% in size
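Cytotoxicity via CellTiter-Glo luminescence after 72 h compound exposure at 37 degrees C. Cells: drug-selected KB-V1 line, DMEM phenol-red free plus 10% FBS. Compounds tested at multiple concentrations; normalized data fitted to concentration-effect curves.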
GLP-1R agonist: qHTS of GLP-1 Receptor Agonists; Glucagon-like peptide 1 receptor (Homo sapiens), P43220; HEK293 GLP-1R CRE-luciferase, luminescence, 4-6 h; cells express a hypersensitive GLP-1R form; Potency, µM (highest dose often 45.6 µM), without a hit: top-dose activation, most hits filed as activators; 0.007% of 380,000 active; AID 624172, 2012; also: potency is read from the fitted curve at half-maximal effect; % of control where 0% means no effect
Target sequence (P43220 whole entry, looked up): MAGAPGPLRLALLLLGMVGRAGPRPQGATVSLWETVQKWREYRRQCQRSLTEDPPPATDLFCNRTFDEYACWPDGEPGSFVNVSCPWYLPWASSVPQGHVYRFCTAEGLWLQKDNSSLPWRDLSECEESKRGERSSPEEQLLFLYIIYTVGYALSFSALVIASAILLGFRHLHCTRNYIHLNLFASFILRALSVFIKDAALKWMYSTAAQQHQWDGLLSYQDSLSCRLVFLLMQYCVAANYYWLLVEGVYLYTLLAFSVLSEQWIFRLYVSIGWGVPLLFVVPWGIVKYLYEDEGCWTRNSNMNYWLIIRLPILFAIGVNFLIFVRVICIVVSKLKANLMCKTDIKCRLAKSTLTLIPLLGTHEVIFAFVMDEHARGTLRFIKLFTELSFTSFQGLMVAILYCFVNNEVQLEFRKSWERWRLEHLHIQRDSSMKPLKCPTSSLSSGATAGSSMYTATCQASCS
GLP1R inv ag: qHTS of GLP-1 Receptor Inverse Agonists (Inhibition Mode); Glucagon-like peptide 1 receptor (Homo sapiens), P43220; HEK293 GLP-1R CRE-luciferase, luminescence, 24 h; GLP-1R form is constitutively active; Potency, µM (series often up to 38.3 µM), for the others: at the highest dose activity change, negative = inhibition, hits mostly inhibitors; 1.6% of 410,000 active; AID 624417, 2012; also: potency is read from the fitted curve at half-maximal effect; % is scaled to controls: 0 for no effect and ±100 for the full control effect; nearly all actives have a fitted effect of over 55% in size
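HEK293 cells stably co-expressing constitutively active GLP-1R and a cAMP-responsive luciferase reporter were seeded in DMEM with 10% Nu serum, given compounds after 12 h, and incubated 24 h at 37 deg C. Luminescence was then read.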
aSyn yeast inh: qHTS of alpha-syn Inhibitors; 0.14% of 370,000 active; Yeast expressing alpha-synuclein, growth rescue, BacTiter-Glo, 24 h; AID 652106, 2013; Potency, µM (titrated, usually from 46.1 µM), for the others: at the highest dose growth rescue (activation), hits mostly activators; also: potency is read from the fitted curve at half-maximal effect; % of control where 0% means no effect; nearly all actives have a fitted effect of over 65% in size
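Galactose-induced alpha-syn yeast (OD600=0.02, raffinose-pregrown) + pinned cpd, 24 hr, 30 deg C; growth by BacTiter-Glo luminescence. Growth restoration scores as activation.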
DRD3 antagonist: qHTS of D3 Dopamine Receptor Antagonist: qHTS | D(3) dopamine receptor (Homo sapiens), P35462 | D3R cells, DiscoveRx beta-arrestin luminescence, antagonist mode; hits give low values | max response, negative = inhibition, % | 2.5% of 360,000 active | AID 652054, 2013; in the data active = max response below about -50%; inconclusive = no clear call, values can overlap the other calls; also: % is scaled to controls: 0 for no effect and ±100 for the full control effect; mostly tested at two doses, the higher about 12 µM
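Cells plated overnight at 1500 cells/well, then exposed to library compounds with dopamine controls for 90 minutes at 37 degrees C. DiscoveRx reagent added for 30–60 minutes at room temperature; luminescence read, quantitative HTS format.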
TDP-43 yeast inh: qHTS of TDP-43 Inhibitors | TDP-43 expressing yeast growth rescue, BacTiter-Glo, 24 h | Potency, µM (titrated, usually from 46.1 µM), without a hit: top-dose growth rescue (activation), actives largely listed as activators | 1.8% of 410,000 active; also: potency is read from the fitted curve at half-maximal effect; % of control where 0% means no effect; nearly all actives have a fitted effect of over 50% in size
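Yeast cells expressing TDP-43 under galactose induction are exposed to compounds for 24 hr at 30 deg C. BacTiter-Glo luminescence measures growth, so protective compounds score as activators.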
Starred values were filed as active, the others as inactive; [ ] = dose if it differs, or a comment. Unless noted, calls follow the shape of the dose curve; as a rule, active = well fitted curve in the direction sought with a large enough effect; inconclusive = small, poorly fitted or top-dose-only effect, or another doubt; inactive = no such curve, though single readings can be large; an effect the other way counts as inactive or inconclusive. An excerpt (hit frequency here may not be typical).

How did CC(=O)N1CCCc2cc(S(=O)(=O)N3CCCC(C(=O)N4CCN(c5ccccc5F)CC4)C3)ccc21 (stereo not given) do in these assays?
HEK293 tox: 1%; D3 ag: 1; PTHR1 agonist: -20%; KB-V1 MDR tox: 0%; GLP1R inv ag: -29%; TDP-43 yeast inh: 10%

Results for O=C(CSc1nc2c([nH]c3ccccc32)c(=O)n1-c1cccc(C(F)(F)F)c1)N1CCc2ccccc21 ?
HEK293 tox: -6%; D3 ag: 5; PTHR1 agonist: inactive; KB-V1 MDR tox: inconclusive; GLP-1R agonist: -6%; GLP1R inv ag: -4%; aSyn yeast inh: 2%; TDP-43 yeast inh: 0%

How did Cc1cc(-c2nc3ccccc3s2)ccc1N do in these assays?
HEK293 tox: 19%; D3 ag: -8; PTHR1 agonist: -27%; KB-V1 MDR tox: 18µM*; GLP-1R agonist: -16%; GLP1R inv ag: 7.9µM*; aSyn yeast inh: -17%; DRD3 antagonist: -6; TDP-43 yeast inh: 18µM*

Results for C=CCc1cccc2cc(NC(C)=O)c(=O)oc12 ?
HEK293 tox: 2%; D3 ag: 5; PTHR1 agonist: inactive; KB-V1 MDR tox: 5%; GLP-1R agonist: -1%; GLP1R inv ag: 66%[activator]; aSyn yeast inh: -1%; DRD3 antagonist: 5; TDP-43 yeast inh: 17%

What do the screens show for `CC(C(=O)NCC1CCCCC1)N(C)Cc1cccc(Cl)c1` (stereo not given)?
HEK293 tox: -5%; D3 ag: -14; PTHR1 agonist: -23%; KB-V1 MDR tox: inconclusive; GLP-1R agonist: 12%; GLP1R inv ag: inconclusive; aSyn yeast inh: -9%; DRD3 antagonist: -15; TDP-43 yeast inh: 13%

What do the screens show for `Cc1ccccc1-c1nc(SCc2ccccn2)c2c(=O)n(C)c(=O)n(C)c2n1`?
HEK293 tox: -3%[7.66 µM]; D3 ag: 5; PTHR1 agonist: inactive; KB-V1 MDR tox: inconclusive; GLP-1R agonist: 0%; GLP1R inv ag: -6%[7.66 µM]; aSyn yeast inh: 5%; DRD3 antagonist: -1; TDP-43 yeast inh: -7%

Results for CCC(=O)OCC(=O)Nc1ccc([N+](=O)[O-])cc1OC ?
HEK293 tox: -7%; D3 ag: 6; PTHR1 agonist: -3%; KB-V1 MDR tox: 4%; GLP-1R agonist: 21%; GLP1R inv ag: 17%; aSyn yeast inh: -6%; DRD3 antagonist: 8; TDP-43 yeast inh: -3%

How did O=C(CSc1nc2c([nH]c3ccccc32)c(=O)n1-c1ccccc1)NCC1CCCO1 (stereo not given) do in these assays?
HEK293 tox: -16%; D3 ag: -23; PTHR1 agonist: inactive; KB-V1 MDR tox: inconclusive; GLP-1R agonist: 1%; GLP1R inv ag: 20%; aSyn yeast inh: -1%; DRD3 antagonist: -84*; TDP-43 yeast inh: -13%

Results for CC1(C)Cc2cccc(OCC(N)=O)c2O1 ?
HEK293 tox: 2%; D3 ag: 6; PTHR1 agonist: inactive; KB-V1 MDR tox: 6%; GLP-1R agonist: -4%; GLP1R inv ag: 19%; aSyn yeast inh: 1%; DRD3 antagonist: 0; TDP-43 yeast inh: 10%

Results for CCCCn1c(SCC(=O)Nc2sc3c(c2C(N)=O)CCC3)nnc1-c1ccccc1 ?
HEK293 tox: 5%; D3 ag: -9; PTHR1 agonist: -13%; KB-V1 MDR tox: 0%; GLP-1R agonist: 1%; GLP1R inv ag: inconclusive; aSyn yeast inh: 0%; DRD3 antagonist: -27; TDP-43 yeast inh: -25%

What do the screens show for `CC1CCN(C(=O)c2[nH]cnc2C(=O)NCC(=O)OC(C)(C)C)CC1`?
HEK293 tox: 3%; D3 ag: -13; PTHR1 agonist: 13%; KB-V1 MDR tox: -7%; GLP-1R agonist: -1%; GLP1R inv ag: 2%; aSyn yeast inh: -6%; DRD3 antagonist: 10; TDP-43 yeast inh: -1%

What do the screens show for `O=C(NN1CC(=O)N(c2cc(Cl)cc(Cl)c2)CC1=O)c1cccs1`?
HEK293 tox: 1%; D3 ag: 0; PTHR1 agonist: -8%; KB-V1 MDR tox: 2%; GLP-1R agonist: 4%; GLP1R inv ag: 17%; aSyn yeast inh: -2%; DRD3 antagonist: 48; TDP-43 yeast inh: 8%

Results for CC1(C)OC(c2ccccc2)=C/C(=C/C=N/NC(=O)c2ccncc2)O1 ?
HEK293 tox: inconclusive; D3 ag: 1; PTHR1 agonist: inactive; KB-V1 MDR tox: inconclusive; GLP-1R agonist: 0%; GLP1R inv ag: 39%[activator]; aSyn yeast inh: -1%; DRD3 antagonist: 5; TDP-43 yeast inh: inconclusive

What do the screens show for `O=C(NN1CCOCC1)c1cc(-c2cccs2)nc2ccccc12`?
HEK293 tox: 9%; D3 ag: 2; PTHR1 agonist: -6%; KB-V1 MDR tox: -17%; GLP-1R agonist: 0%; GLP1R inv ag: 15%; aSyn yeast inh: 4%; DRD3 antagonist: 10; TDP-43 yeast inh: 22%

What do the screens show for `COc1ccc(-c2nnc(SCc3nnc(-c4ccccc4)o3)n2-c2ccccc2)cc1`?
HEK293 tox: -3%; D3 ag: -2; PTHR1 agonist: inactive; KB-V1 MDR tox: inconclusive; GLP-1R agonist: 4%; GLP1R inv ag: -8%; aSyn yeast inh: -11%; DRD3 antagonist: 12; TDP-43 yeast inh: inconclusive

Results for Cc1ccc(S(=O)(=O)N2C[C@H]3[C@H]4C(=O)N(Cc5ccccc5)C(=O)[C@H]4CC(=O)[C@H]3[C@@H]2c2ccccc2)cc1 ?
HEK293 tox: 4%; D3 ag: -6; PTHR1 agonist: -8%; KB-V1 MDR tox: 4%; GLP-1R agonist: 0%; GLP1R inv ag: 9%; aSyn yeast inh: 1%; DRD3 antagonist: 22; TDP-43 yeast inh: 19%

How did CCc1cccc(NC(=O)Cn2cc(C=O)c3ccccc32)c1 do in these assays?
HEK293 tox: 6%; D3 ag: 2; PTHR1 agonist: -40%[inhibitor]; KB-V1 MDR tox: 21µM*; GLP-1R agonist: 3%; GLP1R inv ag: -13%; aSyn yeast inh: -8%; DRD3 antagonist: 42; TDP-43 yeast inh: 16%

How did C/C(=N\NC(=O)CNC(=O)c1ccco1)c1ccc(Br)cc1 do in these assays?
HEK293 tox: 20%; D3 ag: 3; PTHR1 agonist: inactive; KB-V1 MDR tox: -4%; GLP-1R agonist: 7%; GLP1R inv ag: 6%; aSyn yeast inh: 1%; DRD3 antagonist: -19; TDP-43 yeast inh: 1%

Results for COC(=O)c1ccc(NC(=O)CN2C(=O)CC(C)S(=O)(=O)c3ccccc32)cc1 (stereo not given) ?
HEK293 tox: 3%; D3 ag: -10; PTHR1 agonist: inactive; KB-V1 MDR tox: -12%; GLP-1R agonist: 9%; GLP1R inv ag: 5%; aSyn yeast inh: 6%; DRD3 antagonist: 3; TDP-43 yeast inh: 10%

Results for Cc1ccc(CC2CC(=O)N(c3ncccn3)C2=O)cc1 (stereo not given) ?
HEK293 tox: 1%; D3 ag: 10; PTHR1 agonist: inactive; KB-V1 MDR tox: 13%; GLP-1R agonist: -1%; GLP1R inv ag: 3%; aSyn yeast inh: 4%; DRD3 antagonist: -17; TDP-43 yeast inh: 0%

How did CC(C)(C)c1ccc(C(=O)O/N=C(\N)c2ccccc2)cc1 do in these assays?
HEK293 tox: -15%; D3 ag: 4; PTHR1 agonist: -77%[inhibitor]; KB-V1 MDR tox: -2%; GLP-1R agonist: -4%; GLP1R inv ag: inconclusive; aSyn yeast inh: -49%[inhibitor]; DRD3 antagonist: 3; TDP-43 yeast inh: 3.2µM*

How did CC(C)N(CCn1cnc2c([nH]c3ccccc32)c1=O)C(C)C do in these assays?
HEK293 tox: 12%; D3 ag: -11; PTHR1 agonist: 7%; KB-V1 MDR tox: -22%; GLP-1R agonist: -2%; GLP1R inv ag: -7%; aSyn yeast inh: -1%; DRD3 antagonist: -13; TDP-43 yeast inh: -18%

How did O=C(NC1CCCC1)c1cc(-c2cccs2)on1 do in these assays?
HEK293 tox: -4%; D3 ag: -13; PTHR1 agonist: -20%[57.5 µM]; KB-V1 MDR tox: inconclusive; GLP-1R agonist: 14%; GLP1R inv ag: 7%; aSyn yeast inh: inconclusive; DRD3 antagonist: -13; TDP-43 yeast inh: 9%

What do the screens show for `Cc1ccc(S(=O)(=O)c2n[nH]n3c2nc(=O)c2ccccc23)cc1`?
HEK293 tox: 3%; D3 ag: -6; PTHR1 agonist: 11%[57.5 µM]; KB-V1 MDR tox: -20%; GLP-1R agonist: -4%; GLP1R inv ag: 0%; aSyn yeast inh: -3%; DRD3 antagonist: 0; TDP-43 yeast inh: 8%

What do the screens show for `CC(=O)CC(=O)Nc1ncccn1`?
HEK293 tox: 4%; D3 ag: -2; PTHR1 agonist: inactive; KB-V1 MDR tox: -7%; GLP-1R agonist: 8%; GLP1R inv ag: 18%; aSyn yeast inh: -7%; DRD3 antagonist: -1; TDP-43 yeast inh: -8%

How did CCc1ccc2c(c1)NC(=O)C2(C)Cc1ccccc1Cl (stereo not given) do in these assays?
HEK293 tox: -16%; D3 ag: -13; PTHR1 agonist: -8%; KB-V1 MDR tox: -25%; GLP-1R agonist: 24%; GLP1R inv ag: inconclusive; aSyn yeast inh: 29%; DRD3 antagonist: 20; TDP-43 yeast inh: 21%

Screening data as filed in PubChem BioAssay.
